# TEAD-YAP block = TEAD-YAP interaction inhibition. inhibition, % at 9.12 µM. HEK-TIYL cells, TEAD-Gal4/YAP UAS-luciferase luminescence. AID 1259422. hit rate 1.4% among 640,000; in the data active = inhibition above about 32%;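 note: 0% = median of test compound wells and 100% = reference inhibitor wells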
# FBW7 activator = activators of human E3 ligase FBW7; hit rate 0.13% among 650,000; AlphaScreen FBW7–phospho-cyclin E peptide binding, activator screen; normalized activity (activation), % at 26.1 µM; Q969H0; AID 1259310; in the data active = normalized activity above about 1.9%;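 note: purified mutant Fbw7 with reduced substrate affinity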
# Target sequence (Q969H0 whole entry, looked up): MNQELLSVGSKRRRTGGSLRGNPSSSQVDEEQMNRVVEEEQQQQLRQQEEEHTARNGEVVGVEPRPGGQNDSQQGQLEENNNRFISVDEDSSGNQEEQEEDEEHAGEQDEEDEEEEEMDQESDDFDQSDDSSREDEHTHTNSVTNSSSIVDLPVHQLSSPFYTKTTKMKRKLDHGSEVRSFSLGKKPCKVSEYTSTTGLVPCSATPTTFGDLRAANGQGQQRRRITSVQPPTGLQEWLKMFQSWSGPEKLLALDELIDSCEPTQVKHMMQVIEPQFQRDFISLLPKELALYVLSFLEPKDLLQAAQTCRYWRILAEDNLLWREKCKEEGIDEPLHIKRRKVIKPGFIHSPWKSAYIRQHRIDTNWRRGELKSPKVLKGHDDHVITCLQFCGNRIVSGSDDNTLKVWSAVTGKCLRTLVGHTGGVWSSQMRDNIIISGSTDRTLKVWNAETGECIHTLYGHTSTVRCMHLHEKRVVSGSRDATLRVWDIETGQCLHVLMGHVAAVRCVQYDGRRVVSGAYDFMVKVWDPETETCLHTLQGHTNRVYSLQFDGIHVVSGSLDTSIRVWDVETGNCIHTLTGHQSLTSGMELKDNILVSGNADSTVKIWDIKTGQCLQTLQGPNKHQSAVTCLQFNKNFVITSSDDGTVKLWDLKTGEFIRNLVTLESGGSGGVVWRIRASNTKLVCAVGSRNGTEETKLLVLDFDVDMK
# MITF primary = blocks human microphthalmia-associated transcription factor; O75030; AlphaScreen MITF homodimerization, bead proximity signal; inhibition, % at 2.6 µM; hit rate 0.91% among 650,000; AID 1259374; in the data active = inhibition above about 50%;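 note: 0% = vehicle wells with protein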
# GPR151 ag = activates the human receptor GPR151; PathHunter beta-arrestin GPR151 cells, luminescence; activation, % at 11.2 µM; hit rate 1% among 650,000; AID 1508602; in the data active = activation above about 4.9%;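 note: 0% = median of compound wells and 100% = cells with positive control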
# Target sequence (Q8TDV0 whole entry, looked up): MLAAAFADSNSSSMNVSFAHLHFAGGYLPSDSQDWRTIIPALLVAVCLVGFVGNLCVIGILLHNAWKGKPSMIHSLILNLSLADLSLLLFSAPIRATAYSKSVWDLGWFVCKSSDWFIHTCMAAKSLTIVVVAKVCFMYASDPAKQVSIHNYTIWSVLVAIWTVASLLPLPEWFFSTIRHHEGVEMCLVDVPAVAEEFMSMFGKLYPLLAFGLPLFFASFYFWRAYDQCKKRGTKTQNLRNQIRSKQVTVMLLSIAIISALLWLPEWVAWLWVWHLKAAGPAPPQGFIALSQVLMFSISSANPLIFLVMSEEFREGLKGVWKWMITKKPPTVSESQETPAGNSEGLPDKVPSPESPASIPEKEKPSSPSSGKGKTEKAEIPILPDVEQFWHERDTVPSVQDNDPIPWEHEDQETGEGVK
# Active calls of the source: *. No enrichment for hits, and some 3.5% of all compounds hit somewhere here.
SMILES,TEAD-YAP block,FBW7 activator,MITF primary,GPR151 ag
c1cc(-n2cnc3c(NC4CC4)nc(Nc4ccc(N5CCOCC5)cc4)nc32)cs1,-5.0,-0.2,-6.5,0.4
O=C(C1CC1)N1CCC[C@H]1Cn1nc(-c2cccs2)ccc1=O,-1.1,0.5,23.5,-0.9
COc1ccccc1NC(=O)C1CC(C)=C(C)CC1C(=O)O (centres undefined),0.9,0.0,-14.9,-1.8
COc1ccc(C2=C(Nc3ccc(C(N)=O)cc3)c3ccccc3C2=O)cc1,-17.6,-0.4,9.0,-1.4
NC(=O)CSc1nnc(-c2ccncc2)n1-c1ccc(Br)cc1,4.4,0.0,-6.3,-2.2
CCCOc1ccc(C(=O)O/N=C(\N)c2ccc(Br)cc2)cc1,10.6,-0.1,11.4,1.0
O=C(CNC(=S)N(CCCN1CCOCC1)Cc1cccs1)NCc1ccc2c(c1)OCO2,-9.5,-0.1,15.1,1.4
Cc1cc(C(=O)Nc2ccc(N(C)C)cc2)c(C)o1,-48.7,-0.2,-1.2,-6.2
Clc1ccc(-c2cnnc(NCCn3cccn3)n2)cc1,-21.2,0.1,6.9,0.5
COc1ccc2[nH]c3c(c2c1)CCNC3=O,45.9*,0.0,-2.9,1.0
Cc1cc(C)c(C#N)c(SCC(O)CS(=O)(=O)Cc2ccc(Cl)cc2)n1 (centres undefined),4.8,-0.1,-4.8,-0.2
O=C1OC2(CCCC2)OC(=O)C1=Cc1ccc(Br)cc1,-2.6,0.4,27.8,-1.3
COCCn1nnnc1C(c1cc2ccc(OC)cc2[nH]c1=O)N1CCCC1 (centres undefined),-6.8,-0.1,9.6,0.3
O=C(NCCOc1ccccc1)c1cccc(NCCN2CCOCC2)n1,-12.9,0.1,6.4,-1.9
Cc1ccc(CNc2nc3ccccc3c3nc(-c4ccncc4)nn23)cc1,-46.8,-0.3,-2.7,1.1
COCc1ccc(CN2CCN(C3CCN(C(C)C)CC3)C(CCO)C2)o1 (centres undefined),-9.6,0.0,-6.8,-1.0
Cc1csc(NC(=O)C(Cc2c[nH]c3ccccc23)NC(=O)OC(C)(C)C)n1 (centres undefined),40.6*,0.3,12.2,-1.2
CCn1c(SCC(=O)NCc2ccc(F)cc2)nnc1-c1cn(C)nc1OC,5.0,-0.1,-18.4,-1.5
O=[N+]([O-])c1ccc(N/N=C2/CCCC3CC23)c([N+](=O)[O-])c1 (centres undefined),-3.8,0.0,21.2,-0.5
O=C(CN1C(=O)c2cccnc2Oc2ccc(Cl)cc21)N1CCc2ccccc21,-0.7,-0.2,-6.7,1.7
CC(C)C(=O)Nc1cccc(C(=O)Nc2nncs2)c1,-16.1,0.4,21.3,-0.5
COc1cc(/C=C(\C#N)c2nc(-c3ccc4c(c3)OCO4)cs2)cc([N+](=O)[O-])c1O,8.2,0.1,-1.3,-0.8
COc1cc2nc(COc3ccccc3)oc(=O)c2cc1OC,2.6,0.1,4.8,0.9
CC1CCN(c2c([N+](=O)[O-])nn(-c3ccccc3)[n+]2[O-])CC1,-1.1,-0.3,11.8,-1.5
C=CCNC(=O)/C(=C\c1ccc([N+](=O)[O-])cc1)NC(C)=O,6.1,0.1,-3.8,-1.1

# Continued.
SMILES,TEAD-YAP block,FBW7 activator,MITF primary,GPR151 ag
COCc1cc(CN2CCCCC2)c(O)c2ncccc12,75.5*,-1.0,98.1*,0.6
CCOc1ccc(S(=O)(=O)n2nc(C)cc2C)c2ccccc12,-5.8,-0.1,3.8,0.5
COC(=O)C(CCSC)NC(=O)CCc1nnc(-c2ccccc2)o1 (centres undefined),-16.6,0.7,8.2,-0.6
N#Cc1ccc(/C=C2/NC(=S)NC2=O)cc1,-6.2,-0.1,5.3,-1.2
Cc1ccc(O)c(NC(=O)c2cc(C)no2)c1,-12.5,0.0,-12.8,-0.8
O=[N+]([O-])c1ccc(N2CCN(c3cccc(Cl)c3)CC2)cn1,-6.8,-0.1,4.4,3.2
CCN1CCN(CC(=O)c2cc(C)n(-c3ccccc3F)c2C)CC1,-35.5,-0.2,61.8*,0.1
Cc1nn2cc(-c3cccc([N+](=O)[O-])c3)cc2c2c(C)n(C)c(C)c12,0.0,0.1,8.4,1.8
CC(=O)N1CCC2(CC1)CC(=O)c1cc(OCC(=O)NCc3ccco3)ccc1O2,5.0,-0.1,-11.8,-0.3
Cc1cccc(C(=O)Nc2ncc3c(n2)CC(C)(C)CC3=O)c1,-0.5,0.1,6.8,0.6
COc1ccccc1-c1cncc(-c2cccc(NC(C)=O)c2)n1,-19.1,0.1,4.5,0.8
O=C(NC(=S)Nc1ccccn1)c1ccc([N+](=O)[O-])cc1,-35.5,0.2,-6.3,-0.1
Cc1sc(NC(=O)C(C)(C)C)nc1C12CC3CC(CC(C3)C1)C2,-3.4,0.2,15.1,-0.3
CC1=C(C(=O)Nc2ccccc2)C(c2cccs2)C(C#N)=C(SCC(=O)c2ccccc2)N1 (centres undefined),-8.2,0.1,-0.2,0.3
CS(=O)(=O)N(CC(=O)N1CCN(c2ccccc2)CC1)c1ccccc1Cl,-11.2,0.5,13.2,2.2
O=C(CSc1nnnn1-c1ccccc1)N1c2ccccc2Sc2ccc(Cl)cc21,-0.1,0.0,6.2,1.2
CCCCNS(=O)(=O)c1ccc(NC(C)=O)cc1,2.8,-0.1,-3.6,-0.1
O=C(CCc1ccccc1)Nc1ccccc1Cl,-10.6,0.0,3.4,0.3
O=C1Cc2cc(S(=O)(=O)NC3CCCCCC3)ccc2N1,6.0,0.0,11.7,0.0
COc1cccc(-c2nc(Cn3c(=O)n(CC4CCCO4)c(=O)c4ccccc43)c(C)o2)c1OC (centres undefined),-11.0,-0.4,-5.8,-0.4
Cc1ccc(C(=O)OC2OC(=O)C(Cl)=C2Nc2ccc(C)cc2C)cc1 (centres undefined),-3.0,0.0,3.1,0.6
O=C(O)c1cccc(-c2cnc3ccc(NCCCO)nn23)c1,2.5,0.2,18.1,0.7
Cc1ccc(CNS(=O)(=O)c2cc(C(=O)Nc3cccc(C(F)(F)F)c3)ccc2F)cc1,-2.2,0.5,10.8,-1.4
CCOC(=O)C1(CC2CCCCO2)CCN(C(=O)CSc2ccncc2)CC1 (centres undefined),-2.4,-0.1,-1.7,-0.2
CC[C@H](C)[C@@H]1NC(=O)[C@H]2CN(Cc3cccc4cccnc34)CCN2C1=O,5.5,-0.1,4.5,-0.7

# Remaining list, next part
SMILES,TEAD-YAP block,FBW7 activator,MITF primary,GPR151 ag
Cc1onc(-c2ccccc2Cl)c1C(=O)Nc1nnc(SCC(N)=O)s1,4.0,0.1,9.8,-0.7
CC(C)n1cnc2c(NCCOc3ccccc3)nc(-c3cccs3)nc21,11.6,0.4,10.2,-1.8
Cc1ccccc1C1Nc2ccccc2NC2=C1C(=O)CC(c1ccccc1)C2 (centres undefined),0.0,-0.1,-3.5,0.8
Cc1cc(C(=O)Nc2ccc3ccccc3c2)c(-c2ccccc2)o1,-38.1,0.1,16.0,-1.9
C[C@@H](C(=O)NCc1ccc(Cl)cc1)N1C(=O)C2CC=CCC2C1=O (some centres undefined),8.3,-0.1,2.5,0.1
O=C(c1cccn2c(=O)c3ccccc3nc12)N1CCN(c2ccccc2F)CC1,2.6,1.1,-1.2,-0.5
COC(=O)C(CCSC)NC(=O)c1ccc([N+](=O)[O-])cc1[N+](=O)[O-] (centres undefined),16.5,-0.2,-6.7,0.6
CCOc1cc(/C=C2\SC(N)=NC2=O)cc(Br)c1O,0.0,-0.1,3.3,1.6
CC(C)NC(=O)C1CCN(C2CCN(C(=O)/C=C/c3cccs3)CC2)CC1,-0.7,0.1,5.5,0.4
Cn1c(=O)[nH]c(=O)c2c1nc1n2CCN1c1ccccc1O,-2.1,0.0,12.8,-0.5
C=C(C)CN1CCN(C(=O)CN2C(=O)c3ccccc3C2=O)CC1,-20.1,0.1,0.0,-0.5
Cc1nc2sc3c(c2c(=O)[nH]1)CCCC3,1.6,-0.2,-8.6,0.9
O=C(COc1ccc(F)cc1)N/N=C/c1ccccc1Cl,-3.6,0.1,9.1,-0.9
COc1ccc(CN[C@H]2C[C@H]3C(=O)N[C@@H](CO)C(=O)N3C2)cc1Cn1cccn1,-5.5,0.4,-9.5,-1.5
CCOc1cccc2sc(NC(=O)C3=COCCO3)nc12,-16.9,-0.2,2.3,6.6*
COc1ccc(O)c(C2=NCCNC(C(F)(F)F)=C2)c1,-3.4,-0.6,3.0,-0.8
CC1CCCC(N2CCN(C(=O)c3cccc(F)c3)CC2)C1 (centres undefined),8.3,0.0,24.9,-0.2
CCOc1ccc2cc(-c3nnc(Nc4ccc(C)cc4)s3)c(=O)oc2c1,-6.5,-0.1,-5.9,1.2
COc1ccc(-c2cc(C(F)(F)F)n3nc(C(=O)Nc4cc(Oc5ccc6c(c5)CCC6)cc([N+](=O)[O-])c4)c(Cl)c3n2)cc1OC,3.4,0.1,-4.2,0.0
O=C(CSc1nc(NCc2ccco2)c2ccccc2n1)c1ccccc1,-10.4,-0.1,-3.8,2.9
CCOC(=O)N/N=C/c1c2ccccc2cc2ccccc12,3.6,-0.1,-10.1,2.3
Cc1ccccc1N1CC(C(=O)Nc2ccc(Cl)cc2)CC1=O (centres undefined),1.0,-0.1,-7.0,2.3
O=C1OC(c2ccc(I)cc2)=N/C1=C\C=C\c1ccccc1,-8.0,-0.1,0.1,0.9
CC(C)(C)NS(=O)(=O)c1ccc(NC(=O)COc2ccc3ccccc3c2)cc1,9.8,0.0,-0.3,1.2
Cc1ccc(S(=O)(=O)N2CCCCC2CCNC(=O)C(=O)NCCO)cc1 (centres undefined),-1.7,-0.1,-7.2,0.4

# By substructure, the compounds so far with an aryl thioether with sulfur outside any ring.
SMILES,TEAD-YAP block,FBW7 activator,MITF primary,GPR151 ag
NC(=O)CSc1nnc(-c2ccncc2)n1-c1ccc(Br)cc1,4.4,0.0,-6.3,-2.2
Cc1cc(C)c(C#N)c(SCC(O)CS(=O)(=O)Cc2ccc(Cl)cc2)n1 (centres undefined),4.8,-0.1,-4.8,-0.2
CCn1c(SCC(=O)NCc2ccc(F)cc2)nnc1-c1cn(C)nc1OC,5.0,-0.1,-18.4,-1.5
O=C(CSc1nnnn1-c1ccccc1)N1c2ccccc2Sc2ccc(Cl)cc21,-0.1,0.0,6.2,1.2
CCOC(=O)C1(CC2CCCCO2)CCN(C(=O)CSc2ccncc2)CC1 (centres undefined),-2.4,-0.1,-1.7,-0.2
Cc1onc(-c2ccccc2Cl)c1C(=O)Nc1nnc(SCC(N)=O)s1,4.0,0.1,9.8,-0.7
O=C(CSc1nc(NCc2ccco2)c2ccccc2n1)c1ccccc1,-10.4,-0.1,-3.8,2.9

# (next part)
SMILES,TEAD-YAP block,FBW7 activator,MITF primary,GPR151 ag
NC1=NC(c2ccccc2)(c2ccccc2)C(=O)N1,-5.1,-0.1,-3.9,-0.1
Cc1ccc2c(=O)c(C3NC(C(=O)O)Cc4c3[nH]c3ccccc43)coc2c1 (centres undefined),-11.8,-0.3,15.6,-0.5
Cc1ccc(NC(=O)N2CCC(CN3CCCCC3)CC2)cc1,12.2,0.5,7.4,-1.6
COc1ccc(N2CCN(S(=O)(=O)c3ccc(F)c(C)c3)CC2)cc1,-9.8,0.0,-3.9,1.8
O=C(CC1(O)C(=O)N(C/C=C/c2ccccc2)c2ccccc21)c1ccc2c(c1)OCCO2 (centres undefined),-7.9,-0.2,-3.5,-1.3
CCc1ccc2nc(NCCNC(C)=O)c(C#N)cc2c1,-10.7,0.0,0.3,0.8
CC(C)C[C@H]1NC(=O)[C@@H]2C[C@H](NC(=O)Nc3ccccc3F)CN2C1=O,-6.8,-0.1,-1.9,-1.5
CC(C)c1ccc(S(=O)(=O)N2CCN(CC(=O)Nc3ccc4c(c3)OCO4)CC2)cc1,8.5,-0.1,2.5,0.1
CCCCc1ccc(/C(C)=N/Nc2cc(N3CCOCC3)nc(C)n2)cc1,-9.9,0.0,21.8,-1.4
CC(=O)C1=C(O)C(=O)N(Cc2ccco2)C1c1ccc(O)cc1 (centres undefined),-4.2,-0.1,0.1,-0.7
Cc1cccc(C)c1N=C1NC(=O)CS1,6.4,0.1,-10.0,-0.4
CCN(CC)C(=O)Cn1c([N+](=O)[O-])cnc1C,-15.2,-0.1,-8.8,-0.8
O=C(c1cc(-c2ccc(F)cc2)n[nH]1)N1CCN(c2ccc(-c3ccccn3)nn2)CC1,-4.5,-1.3,0.2,0.7
C[C@@H]1CN(C(=O)C2CC23CCN(Cc2nc4ccccc4n2C)CC3)C[C@H](C)O1 (some centres undefined),5.3,0.0,4.0,-0.7
COCc1cc(C)nc(SCC(=O)Nc2cccc(C)c2C)c1C#N,19.1,0.0,-6.3,-0.6
COc1cccc(CN2CCCC(c3nc4ccc(-c5ccncc5)cc4n3Cc3cccc(OC)c3)C2)c1 (centres undefined),10.8,-0.5,6.4,0.3
CCCCOc1ccc(Cc2c(Cl)nc(SC)nc2N(CC)CC)cc1,1.1,0.3,-6.6,0.6
CC(C)c1ccc(C2C(C#N)=C(N)C(C#N)(C#N)C3=CCN(C)CC32)cc1 (centres undefined),-2.6,-0.1,20.5,1.0
Cc1ccc(C(=O)/C=C/c2ccc(/C=C/C(=O)c3ccc(C)cc3)o2)cc1,-1.8,0.1,-1.1,-0.3
COc1ccccc1NC(=O)c1c(C(=O)O)cccc1[N+](=O)[O-],-5.0,-0.2,1.2,-0.9
Cc1cccc(-n2nnnc2C(c2ccc(N(C)C)cc2)N2CCCCC2)c1 (centres undefined),8.1,0.0,2.9,-0.9
O=C1NC(=S)N/C1=C/c1cccc2ccccc12,-41.5,0.3,6.7,0.1
CCc1ccc(/C=C2/Sc3ccccc3N(CC(=O)NCC(OC)OC)C2=O)cc1,3.9,0.0,1.1,1.0
O=C1CCSc2c1cccc2C(=O)NCc1cccc(Cl)c1,8.8,-0.1,-5.2,-1.8
Cc1cccc(-c2noc(CNS(=O)(=O)c3ccc(Cl)cc3)n2)c1,1.2,0.3,8.3,0.6

# From PubChem
